MITF inh: blocks human microphthalmia-associated transcription factor; O75030; 650,000 compounds, 0.91% hits; AlphaScreen MITF homodimerization, bead proximity signal; inhibition, % at 2.6 µM; in the data active = inhibition above about 50%;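 also: 0% = vehicle wells with protein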
Target sequence (O75030 whole entry, looked up): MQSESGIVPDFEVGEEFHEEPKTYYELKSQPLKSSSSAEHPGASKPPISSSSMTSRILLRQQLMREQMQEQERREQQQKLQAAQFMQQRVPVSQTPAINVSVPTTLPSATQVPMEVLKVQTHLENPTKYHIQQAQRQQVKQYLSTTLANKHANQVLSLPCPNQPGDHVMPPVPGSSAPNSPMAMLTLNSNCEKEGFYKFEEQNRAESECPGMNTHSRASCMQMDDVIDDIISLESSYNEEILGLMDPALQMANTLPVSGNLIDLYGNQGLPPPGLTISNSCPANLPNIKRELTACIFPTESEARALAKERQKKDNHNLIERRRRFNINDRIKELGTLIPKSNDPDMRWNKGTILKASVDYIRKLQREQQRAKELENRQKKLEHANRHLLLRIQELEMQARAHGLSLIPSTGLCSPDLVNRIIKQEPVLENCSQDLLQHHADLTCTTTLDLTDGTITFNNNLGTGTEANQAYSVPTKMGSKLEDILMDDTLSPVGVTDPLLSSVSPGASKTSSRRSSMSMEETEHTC
FBW7 act: human FBW7 E3 ligase activation, primary screen; AID 1259310; AlphaScreen FBW7–phospho-cyclin E peptide binding, activator screen; 650,000 compounds, 0.13% hits; normalized activity (activation), % at 26.1 µM; in the data active = normalized activity above about 1.9%;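 also: purified mutant Fbw7 with reduced substrate affinity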
GPR151 ag: activators of human GPR151; 650,000 compounds, 1% hits; activation, % at 11.2 µM; PathHunter beta-arrestin GPR151 cells, luminescence; in the data active = activation above about 4.9%;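 also: 0% = median of compound wells and 100% = cells with positive control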
Target sequence (Q8TDV0 whole entry, looked up): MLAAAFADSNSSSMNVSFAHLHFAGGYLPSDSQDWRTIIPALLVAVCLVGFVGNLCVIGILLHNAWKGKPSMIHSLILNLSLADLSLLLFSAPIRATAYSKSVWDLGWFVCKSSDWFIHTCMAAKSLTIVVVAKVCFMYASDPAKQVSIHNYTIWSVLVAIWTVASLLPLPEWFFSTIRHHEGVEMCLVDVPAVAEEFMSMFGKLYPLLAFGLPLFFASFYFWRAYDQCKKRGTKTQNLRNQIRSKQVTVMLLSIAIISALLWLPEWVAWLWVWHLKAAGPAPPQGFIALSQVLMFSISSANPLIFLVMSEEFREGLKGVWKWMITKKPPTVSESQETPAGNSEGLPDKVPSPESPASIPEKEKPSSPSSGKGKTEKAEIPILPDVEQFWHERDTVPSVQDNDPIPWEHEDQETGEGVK
TEAD-YAP block: TEAD-YAP interaction inhibition. HEK-TIYL cells, TEAD-Gal4/YAP UAS-luciferase luminescence. 640,000 compounds, 1.4% hits. AID 1259422. inhibition, % at 9.12 µM; in the data active = inhibition above about 32%;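 also: 0% = median of test compound wells and 100% = reference inhibitor wells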
* hit, by the source's call.

#	Structure	MITF inh	FBW7 act	GPR151 ag	TEAD-YAP block
1	Cc1cc(N2CCC(C(=O)Nc3ccc(F)cc3)CC2)nc(-c2ccccc2)n1	5.7	0.4	1.5	6.1
2	COc1cc2nc(Nc3ccc(C(F)(F)F)cc3)nc(NCc3cccc(C(F)(F)F)c3)c2cc1OC	10.3	0.3	-2.6	8.7
3	Nc1nnc(SCC(=O)OCC(=O)Nc2nc3ccccc3s2)s1	12.2	0.2	-1.0	-3.3
4	Cc1ccccc1N1CCN(C(=O)c2cc3cc(OCc4ccccc4)ccc3[nH]2)CC1	-14.5	-0.1	-0.5	-7.8
5	COc1ccccc1C(=O)Nc1ccc2oc(=O)ccc2c1	8.6	0.1	-1.0	10.5
6	CCOC(=O)C1=C(C)N=c2s/c(=C/c3ccc(C)cc3)c(=O)n2C1c1ccc(OC(C)=O)cc1 (stereo not drawn)	9.7	0.8	-0.5	7.7
7	Cc1ccc(-n2c(=O)[nH]cc(C(=O)Nc3cccc(Br)c3)c2=O)cc1C	2.1	0.3	-0.1	1.6
8	C[C@@H]1NC(=O)[C@@H]2C[C@H](NC(=O)N[C@H](C)c3ccccc3)CN2C1=O	6.4	0.2	1.0	4.3
9	CCOc1ccc(-n2cc(-c3ccccc3)c3c(Nc4ccc(C)cc4)ncnc32)cc1	2.8	-0.2	1.1	-1.3
10	CC1(C)CC(=O)C2=C(C1)NC(=O)CC2c1ccccc1C(F)(F)F (stereo not drawn)	8.0	0.0	-1.1	0.9
11	N#Cc1cccc(-n2ncc3cc(Nc4ccccc4Cl)ccc32)c1	-14.6	2.0*	-0.6	-7.5
12	C[C@@H](O)[C@@H]1NC(=O)[C@H]2CN(C(=O)c3ccccc3)CCN2C1=O	-17.9	0.0	-0.3	-1.3
13	Cc1ccc(/C=C2/SC(=S)N(CO)C2=O)cc1	5.4	0.1	1.3	13.0
14	Cc1cccc(C)c1NC(=O)C1CCCN(CCCc2ccccc2)C1 (stereo not drawn)	12.0	0.3	0.2	0.2
15	CCCN1C(=O)CC(C(=O)OC)C12CCN(Cc1ccc(OC)c(C)c1C)CC2 (stereo not drawn)	3.8	0.1	-1.0	6.1
16	CCCNc1nc(N(CC)CC)nc(N2CCCC(C(=O)N(CC)CC)C2)n1 (stereo not drawn)	15.5	0.3	-0.2	-6.5
17	CCN1C(=O)/C(=C\c2cc(C)n(-c3ccc(Cl)cc3)c2C)C(C(=O)OC)=C1C	22.9	7.3*	1.1	-4.9
18	Cc1ccc(NC(=O)C(=O)NCCC2CCCCN2S(=O)(=O)c2cccs2)cc1 (stereo not drawn)	-3.3	0.0	3.6	9.8
19	Cc1ccc(-c2csc3ncn(Cc4csc(-c5ccc(Cl)cc5)n4)c(=O)c23)cc1	-18.2	-0.2	-0.3	-10.8
20	CCOc1ccc(C2C3CN(C)CC=C3C(C#N)=C(N)C2(C#N)C#N)cc1OCC (stereo not drawn)	-1.5	-0.1	-0.1	-7.6
21	CCCN1C(=O)c2cccc3c(N4CCCCC4)ccc(c23)C1=O	-9.5	0.4	2.7	-11.1
22	COc1ccc(/C=C2/C(=O)NC(=O)N(c3cccc4ccccc34)C2=O)cc1OC	26.5	0.1	-1.4	-2.3
23	Nc1cc(N2CCN(Cc3ccc4c(c3)OCO4)CC2)ncn1	-10.4	0.0	-2.1	-6.6
24	CCCCN(CC)C(=O)c1nn(-c2ccc(OC)cc2)c(=O)c2ccccc12	2.3	-0.1	3.7	-3.9
25	COc1ccc(C(=O)C2=NCCc3cc(OC)c(OC)cc32)cc1OC	5.4	0.0	-0.7	-2.9
26	CC1(C)CC2CC(C)(CN2C(=O)COC(=O)c2ccc([N+](=O)[O-])o2)C1 (stereo not drawn)	4.5	0.1	2.1	-2.0
27	O=C(c1ccc(F)cc1)C1CCN(S(=O)(=O)c2ccc(Cl)cc2)CC1	-31.6	0.0	-0.1	1.7
28	Nc1c(C(=O)Nc2cc(C(F)(F)F)ccc2Cl)sc2nc(-c3cccs3)cc(C(F)(F)F)c12	-5.8	0.0	-0.8	2.8
29	C=C(Cl)CSc1nnc(C(Cc2ccccc2)NC(=O)C2CC2)n1C (stereo not drawn)	11.6	0.0	0.5	-0.9
30	CN(Cc1cnccn1)Cc1c(C(=O)N2CCN(C3CCCCC3)CC2)nc2ccccn12	13.3	0.0	0.5	5.3
31	O=S(=O)(NCc1ccco1)c1ccc(Cc2ccc(S(=O)(=O)NCc3ccco3)cc2)cc1	-3.6	-0.1	-1.2	20.9
32	O=S(=O)(CCc1ccccc1)Oc1ccccc1	11.5	0.4	0.1	-9.9
33	CC(C)(C)OC(=O)N1CCN(c2ccc(Oc3cc(Nc4ccccc4C(N)=O)c(C(F)(F)F)cn3)cc2)CC1	-10.9	0.0	-1.5	7.9
34	COc1ccc([N+](=O)[O-])cc1NC(=O)Cn1cnc2sc3c(c2c1=O)CCCC3	13.4	-0.2	-0.2	3.5
35	CCOC(=O)CN(Cc1cc(OC)c(OC)c(OC)c1)S(=O)(=O)c1cccc(C(F)(F)F)c1	2.6	0.0	0.1	-2.7
36	CCOc1ccc(C(=O)OCC#N)cc1OCC	0.8	0.1	-2.7	1.6
37	Cc1cccc(-n2c(=O)c3c4c(sc3n3cnnc23)CCCC4)c1	7.7	0.0	-0.8	3.3
38	O=C(NCc1ccc2c(c1)OCO2)c1ccc(N2C(=O)C3CCCCC3C2=O)cc1 (stereo not drawn)	2.5	0.0	-1.3	0.7
39	O=C(NC(=S)NCCc1ccccn1)c1ccco1	2.5	-0.1	-0.2	-0.6
40	CSc1nnc(NC(=O)c2ccccc2C)s1	3.5	-0.1	-9.3	40.7*

Entries above containing a thiophene ring, fused or not (5):
#	Structure	MITF inh	FBW7 act	GPR151 ag	TEAD-YAP block
18	Cc1ccc(NC(=O)C(=O)NCCC2CCCCN2S(=O)(=O)c2cccs2)cc1 (stereo not drawn)	-3.3	0.0	3.6	9.8
19	Cc1ccc(-c2csc3ncn(Cc4csc(-c5ccc(Cl)cc5)n4)c(=O)c23)cc1	-18.2	-0.2	-0.3	-10.8
28	Nc1c(C(=O)Nc2cc(C(F)(F)F)ccc2Cl)sc2nc(-c3cccs3)cc(C(F)(F)F)c12	-5.8	0.0	-0.8	2.8
34	COc1ccc([N+](=O)[O-])cc1NC(=O)Cn1cnc2sc3c(c2c1=O)CCCC3	13.4	-0.2	-0.2	3.5
37	Cc1cccc(-n2c(=O)c3c4c(sc3n3cnnc23)CCCC4)c1	7.7	0.0	-0.8	3.3

(more compounds)
#	Structure	MITF inh	FBW7 act	GPR151 ag	TEAD-YAP block
41	CCCCC(=O)Nc1ccc(C(=O)NNC(=O)c2ccc(F)cc2)cc1	1.2	0.1	0.0	4.0
42	COc1ccc(O)c(/C=C2\Sc3ccccc3C2=O)c1	10.9	0.6	-0.7	-21.0
43	Cc1ccccc1Nc1c(-c2ccc3c(c2)OCC(=O)N3)c(=O)c1=O	1.1	0.1	1.7	6.2
44	N#Cc1ccc(OCC(=O)c2ccc3ccccc3c2)cc1	5.6	-0.1	0.3	14.8
45	CCOc1ccc2c(c1)sc(=NC(=O)c1ccc(Br)cc1)n2C	-11.1	0.2	-0.5	-6.5
46	Cc1cc(N2CCN(C)CC2)nc2ccc(NC(=O)c3ccc(Br)o3)cc12	-2.4	-0.2	0.6	-46.5
47	Cc1cc(C(=O)N(Cc2cccs2)Cc2cccn2C)c(C)o1	6.3	0.0	-0.3	-2.7
48	N#C/C(=C\c1ccc(-c2ccc(Cl)cc2)o1)c1cccc2ccccc12	-4.6	0.0	-0.8	-4.7
49	CCn1c(SCC(=O)Nc2cccc(C)c2C)nnc1-c1c[nH]c2ccccc12	10.8	0.9	0.0	25.1
50	COc1ccc(C2C3=C(CC(C)(C)CC3=O)OC3=C2C(=O)CC(C)(C)C3)cc1[N+](=O)[O-]	-5.3	0.0	-1.1	11.1
51	O=c1c2cnn(-c3ccccc3)c2nnn1Cc1ccccc1F	-7.3	-0.2	-0.2	1.8
52	CC(C)(C)C(=O)Nc1ccccc1Sc1ncnc2sc3c(c12)CCCC3	-0.3	-0.1	2.8	5.3
53	CCOCC(=O)Nc1c(C(=O)Nc2ccc(OC)cc2OC)oc2ccccc12	-8.1	0.0	0.7	-6.0
54	CC(C)Oc1cccc(NC(=O)c2cc3cccnc3nc2C(F)(F)F)c1	4.8	0.0	0.2	3.6
55	COC(=O)N[C@H]1C[C@H]2C(=O)N[C@@H](C)C(=O)N2C1	1.6	0.0	-1.0	1.1
56	Cc1[nH]ncc1-c1ccc2nc(C3COc4ccccc4C3)[nH]c(=O)c2c1 (stereo not drawn)	17.4	1.0	-1.5	49.5*
57	O=C(Sc1nc2ccccc2o1)c1cccc(Cl)c1	14.6	0.4	-0.8	10.8
58	COc1cc(C2NC(C(=O)O)CS2)cc(Br)c1O (stereo not drawn)	24.4	0.2	1.1	-0.1
59	CC(=O)N(c1ccccc1Cl)S(=O)(=O)c1ccc(Cl)cc1	13.6	0.0	1.8	2.7
60	Cc1cc2ccccc2n1CCNC(=O)c1ccccc1F	2.4	-0.1	-0.5	-14.7

Later entries
entry | Compound | MITF inh | FBW7 act | GPR151 ag | TEAD-YAP block
61 | O=C(OCCN1C(=O)c2ccccc2C1=O)c1ccccc1O | 3.2 | 0.4 | 0.6 | 1.8
62 | CCC(=O)N(CC(C)C)c1nnc(-c2cc(OC)c(OC)c(OC)c2)s1 | 15.1 | 0.1 | -0.5 | 0.3
63 | O=C1CCC(=O)N1c1ccc(Oc2ccc(Br)cc2)cc1 | 0.2 | -0.2 | -0.4 | 1.8
64 | N#CC(C#N)=Cc1cn(CCC(=O)O)nc1-c1ccc(Cl)cc1 | -1.8 | -0.1 | 1.5 | 5.5
65 | CC1CN(C(=O)c2cc(Cl)ccc2Cl)CC(C)O1 (stereo not drawn) | 4.0 | 0.1 | -2.0 | -0.4
66 | Cc1ccc(-c2csc(Nc3ccc(F)cc3)n2)cc1 | 4.6 | -0.2 | -1.1 | -71.1
67 | CC(C)(C)Nc1nc(Cl)nc(N2CCCCC2)n1 | -1.3 | -0.1 | 2.4 | -9.6
68 | COc1ccc(N2C(=O)/C(=C/c3ccc([N+](=O)[O-])cc3)C=C2c2ccccc2)cc1 | -0.7 | -0.3 | 0.4 | -0.5
69 | CCOc1ccc(NC(=O)C2=C(C)NC(=O)NC2c2ccc(Br)cc2)cc1 (stereo not drawn) | -3.1 | -0.2 | 0.0 | -1.6
70 | CC1CCCCN1c1nc(-c2ccncc2)nc2ccccc12 (stereo not drawn) | 10.2 | -0.1 | 0.0 | 3.6
71 | COc1ccc(CCNC(=O)C(=O)NCCc2ccc(Cl)cc2)cc1OC | 11.5 | 0.3 | 0.0 | -5.0
72 | CC(C)c1ccc(NS(=O)(=O)c2cc(Br)cnc2N)cc1 | -9.6 | -0.2 | -1.0 | -12.4
73 | O=C(c1ccc(Cn2c(=S)[nH]c3ccsc3c2=O)cc1)N1CCc2ccccc2C1 | 17.2 | 0.1 | -0.1 | 3.7
74 | Cc1ccc(C)c(N2CCN(C(=O)CCCN3C(=S)NC(C)(C)CC3C)CC2)c1 (stereo not drawn) | -1.5 | -0.1 | 0.3 | 16.6
75 | OCCNc1nc(Nc2ccccc2)nc2nc[nH]c12 | -1.6 | -0.1 | -0.1 | -0.8
76 | COc1cc2c(cc1OC)CN(Cc1cccs1)CC2 | 32.5 | 0.0 | 0.2 | 3.8
77 | O=C(NCc1cccnc1)C(=O)NCC1OCCN1S(=O)(=O)c1ccccc1 (stereo not drawn) | -3.5 | 0.3 | 0.1 | -5.1
78 | COc1ccc(NC(=O)c2cc([N+](=O)[O-])ccc2N2CCOCC2)cc1Cl | 24.8 | 0.0 | 1.9 | -3.7
79 | COCCCN(Cc1ccco1)C(=O)Cn1ncc2c(=O)oc3ccc(C)cc3c21 | -3.7 | -0.4 | 0.2 | -7.8
80 | O=C(c1cccc(I)c1)N1CCCCC1 | -3.2 | 0.0 | 0.5 | 1.5
81 | O=C(CSc1nnc(NC(=O)Cc2ccc(F)cc2)s1)Nc1ccc2c(c1)OCO2 | -13.7 | 0.2 | 0.6 | -6.8
82 | C=CCn1c(N)c(S(=O)(=O)c2ccccc2)c2nc3ccccc3nc21 | -3.1 | 0.0 | -0.3 | -8.3
83 | CCOC(=O)N1CCC(NC(=O)CCC(=O)N2CC(C)Oc3ccc(Cl)cc32)CC1 (stereo not drawn) | -6.5 | 0.1 | 0.4 | 5.6
84 | O=C(CCC1CCCN(Cc2ccncc2)C1)NCc1ccc(F)c(F)c1 (stereo not drawn) | -2.8 | 0.1 | -0.7 | 0.6
85 | Cc1oc2cc(OC(=O)N3CCOCC3)ccc2c(=O)c1-c1ccc(Br)cc1 | 7.5 | 0.3 | -0.8 | 15.4
86 | CCCCCN(CCCCC)C(=O)C(CC)(C(F)(F)F)C(F)(F)F | 0.3 | 0.0 | -1.4 | 6.4
87 | c1ccc(Nc2nccn3c(-c4ccco4)cnc23)cc1 | 2.0 | 0.4 | -2.9 | 44.0*
88 | CCOc1ccc(C(=O)Nc2c3c(nn2-c2ccc(F)cc2)CSC3)cc1OCC | 6.3 | 0.3 | 2.9 | -16.7
89 | Cc1cccc(C2c3[nH]c4ccccc4c3CCN2C(=O)c2ocnc2C)n1 (stereo not drawn) | -2.4 | -0.1 | -1.7 | -8.6
90 | Cn1c(/C=C/c2ccc([N+](=O)[O-])s2)nc2ccccc21 | 3.0 | 0.1 | 0.4 | -15.1
91 | Cc1cccc(C)c1NC(=O)CN(C)C(C)C(=O)N1CC(C)OC(C)C1 (stereo not drawn) | 2.6 | 0.0 | 0.4 | 6.0
92 | O=C(CSc1nnc2c(n1)[nH]c1ccccc12)Nc1nc2ccccc2s1 | 3.8 | 0.1 | -1.8 | -5.8
93 | COc1ccc2cc(CN(Cc3ccco3)C(=O)Nc3ccccc3OC)c(=O)[nH]c2c1 | 15.6 | 0.0 | -1.0 | 53.6*

Screens deposited in PubChem by The Scripps Research Institute Molecular Screening Center.

The order is random; any-hit rate near 3.4%.
